IDE cell inh: inhibitors of human insulin-degrading enzyme in cells; P14735; HEK cells, FAbetaB cleavage, fluorescence polarization; 320,000 tested, 0.41% active; inhibition, % at 5.59 µM;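 active = percent inhibition above the average of all tested compounds plus 3 SD, set per screening campaign, cut at about 16% in these data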;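 note: IDE supplied by intact live HEK cells; FP after avidin binding of uncleaved biotin substrate so inhibition keeps polarization high; 0% = DMSO wells and 100% = 60 µM reference IDE inhibitor Ii1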
p-CIP stab down: lowers stability of the mouse p/CIP coactivator protein | Q05BA5 | F442A p/CIP-EGFP cells, EGFP fluorescence, 16 h | decrease of EGFP signal, % at 10 µM | 290,000 tested, 0.01% active | AID 1984;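 active = EGFP signal decrease of at least 30% at 10 µM or well 3 SD below plate mean, unless failing retest; inactive = the rest, including hits failing retest or dose response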; note: some compounds called inactive have numbers as strong as hits; many of its hits are not listed in these tables
NS3 helicase inh: HCV NS3 helicase inhibition | inhibition, % at 10.9 µM | 290,000 tested, 0.56% active | AID 1800 | NS3 helicase DNA unwinding, Cy5 molecular beacon fluorescence;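 active = inhibition above the mean of all tested compounds plus 3 SD, set per campaign, cut at about 35% in these data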;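 note: 0% = DMSO wells and 100% = thioflavine S control wells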
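System: HCV NS3 helicase fragment; control set: DMSO and thioflavine S; technique: Cy5 fluorescence at 0 and 60 min, beacon hairpin quenching; reagent: beacon DNA duplex substrate plus ATP; replicates: singlicate; schedule: 1 h reaction at 25 °C, ATP-initiated; medium: MOPS buffer pH 6.5 with MgCl2, DTT, Tween20, BSA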
IMP-1 inhibitor: blocks Pseudomonas aeruginosa IMP-1 metallo-beta-lactamase. purified IMP-1, nitrocefin hydrolysis, epi-absorbance fluorescence. inhibition, % at 5.6 µM. 290,000 tested, 0.45% active. AID 1556;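 active = inhibition above the mean plus 3 SD of all compounds in the same screening run, cut at about 4.5% in these data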;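 note: 0% = IMP-1 with DMSO and 100% = DMSO wells lacking enzyme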
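Assay system: purified IMP-1; Quantity: IMP-1 0.2 nM before substrate addition; Medium: HEPES buffer pH 7.1 with ZnSO4 and Brij 35; Incubation: 15 min enzyme–compound preincubation, then 25 min nitrocefin reaction, 25 °C; Signal: fluorescence quenching readout, ex 480/em 530 nm; Controls: DMSO with and without IMP-1; Repeats: singlicate testing.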
SUMO HTRF inh: blocks human SUMOylation mediated by UBC9; P63279; HTRF SUMOylation assay, SAE1/SAE2 + UBC9, in vitro; inhibition, % at 35 µM; 290,000 tested, 0.36% active; AID 2006; in the data active = inhibition above about 50%, passing the limit was not always enough; note: strong numbers were not always called active
Target sequence (P63279 whole entry, looked up): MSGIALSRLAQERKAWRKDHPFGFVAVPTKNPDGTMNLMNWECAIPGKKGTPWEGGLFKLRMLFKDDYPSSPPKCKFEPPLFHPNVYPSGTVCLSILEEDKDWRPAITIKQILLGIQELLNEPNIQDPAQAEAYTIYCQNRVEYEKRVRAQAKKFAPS
CRFR2-BP antag: blocks CRF-induced signaling of the CRF-BP/CRF-R2 complex; HEK293 CRF-R2/CRF-BP, CRF-induced calcium fluorescence; 350,000 tested, 0.59% active; inhibition, % at 11.8 µM; AID 588475;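 active = inhibition of the ligand-induced calcium signal above about 50% at the single tested concentration, limit read from the data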
GalR3 antag: human GalR3 antagonism; 360,000 tested, 0.44% active; inhibition, % at 3 µM; HEK293 GalR3-CNG cAMP membrane potential fluorescence; galR3 body fused to GalR1 C-terminus;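 active = inhibition above the screen-wide average plus 3 SD, cut at about 13% in these data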;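 note: forskolin and galanin both at EC90 stimulate the cells; cAMP rise reported by CNG channel membrane potential dye signal; 0% = forskolin plus galanin with DMSO and 100% = forskolin alone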
Target sequence (O60755 1-299 limits assumed): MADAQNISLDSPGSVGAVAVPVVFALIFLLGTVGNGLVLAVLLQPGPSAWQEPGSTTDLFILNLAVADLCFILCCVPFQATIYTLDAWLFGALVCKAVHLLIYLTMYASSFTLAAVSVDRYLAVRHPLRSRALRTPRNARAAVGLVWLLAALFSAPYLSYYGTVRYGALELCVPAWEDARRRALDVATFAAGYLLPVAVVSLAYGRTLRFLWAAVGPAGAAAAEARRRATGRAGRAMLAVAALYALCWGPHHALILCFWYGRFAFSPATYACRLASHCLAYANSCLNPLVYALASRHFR
IDE cell activ: IDE (human) activation, cell-based; HEK cells, FAbeta-B cleavage, fluorescence polarization; 0% vehicle, 100% cell-free pure enzyme wells; activation, % at 5.96 µM; AID 493087; P14735; 340,000 tested, 0.073% active;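 active = activation above the mean of all tested compounds plus 3 SD, set per screening campaign, cut at about 17% in these data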
VIM-2 inh: inhibitors of Pseudomonas aeruginosa VIM-2 metallo-beta-lactamase; purified VIM-2, nitrocefin hydrolysis, epi-absorbance fluorescence; inhibition, % at 5.6 µM; 290,000 tested, 0.89% active; AID 1527;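 active = inhibition above the mean of all tested compounds plus 3 SD, cutoff set per screening run, cut at about 7.5% in these data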;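 note: red hydrolysis product quenches plate fluorescence so inhibitors raise well fluorescence; 0% = enzyme with DMSO and 100% = DMSO without enzyme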
* = called active by the depositor; / = not tested or not shown.

SMILES	p-CIP stab down	SUMO HTRF inh	IMP-1 inhibitor	GalR3 antag	IDE cell inh	NS3 helicase inh	VIM-2 inh	IDE cell activ	CRFR2-BP antag
O=C(Nc1cccc(C(F)(F)F)c1)C12CC3CC(CC(C3)C1)C2	-12	8	1.0	7	-1	-2	-1.2	7	-79
COc1ccc(C(=O)CCNc2ccc(C)c(Cl)c2)cc1	-2	-1	-1.8	0	13	4	-4.0	-3	11
O=C(COC(=O)C1CC1)Nc1ccc(Oc2ccccc2)cc1	-10	17	-2.0	-7	-2	-7	1.5	-5	9
Cc1c(C(=O)c2ccc(Br)cc2)c(=O)n(C)c(=O)n1C	-5	4	-3.3	4	-2	4	-5.1	-4	-6
CCN(CC(=O)Nc1c(F)cccc1F)C(=O)CNC(=O)c1cccc(C)c1	-2	4	-3.0	-9	4	11	-3.2	-1	0
Cc1cccc(CN2C(=O)c3ccccc3S(=O)(=O)c3ccc(C(=O)NCCCN4CCCC4)cc32)c1	0	-7	-0.4	2	-3	-26	-2.1	3	-11
Nc1c(C(=O)NCc2ccccc2)nnn1Cc1ccc(F)cc1	0	-9	-5.0	-3	-4	16	-2.2	3	-43
Cc1cccc(-n2c(SCc3ccc(C#N)cc3)nnc2-c2c[nH]c3ccccc23)c1	1	-7	-1.5	-13	2	-7	-1.6	-1	3
c1ccc(-c2nc(-c3ccccn3)no2)cc1	12	12	-3.5	-3	0	-3	-6.5	5	3
O=C(Nc1cccc(Cl)c1)N1CCN(C2c3ccccc3-c3ccccc32)CC1	7	-20	-3.2	-6	-1	-4	-1.5	2	-32
COc1ccccc1C(=O)NCCN=C1NS(=O)(=O)c2ccccc21	1	-10	-1.7	-10	1	3	-2.9	-1	1
C=C1CC2C(=O)N(Cc3cc(OC)ccc3OC)C(C(=O)OCC)(C(=O)OCC)C1N2C(=O)OC(C)(C)C (stereo not drawn)	/	/	/	1	4	/	/	-3	2
O=C(NC(C(=O)N/N=C/c1cccnc1)c1n[nH]c(=O)c2ccccc12)c1ccccc1 (stereo not drawn)	-3	10	0.3	-3	5	-11	-0.5	4	-58
Cc1ccc(-c2csc3nc(=O)c(C)nn23)cc1	-11	22	/	-2	4	/	/	/	3
O=C(c1ccc(F)cc1)C1CCN(C(=O)c2ccncc2)CC1	2	-7	0.5	-8	-5	-10	0.5	-2	4
CCOC(=O)CCc1c(C)c2ccc(OCC(=O)N3CCOCC3)c(C)c2oc1=O	6	11	-1.7	2	0	0	-3.5	-3	0
O=C(COc1ccc(-n2cnnn2)cc1)Nc1ccccc1OC(F)F	/	/	/	-4	1	/	/	0	-3
CCN(C1CCCCC1)S(=O)(=O)c1ccc(OC)c(C)c1	4	3	-2.0	-4	2	-13	-0.6	5	13
CC(OC(=O)c1ccccc1NCc1ccco1)C(=O)Nc1ncc(Cl)cc1Cl (stereo not drawn)	0	4	-4.3	-1	2	4	-1.3	3	4
Cc1cc(-c2ccc(NC(=O)[C@@H]3CCCC[C@@H]3C(=O)O)c(C)c2)ccc1NC(=O)[C@@H]1CCCC[C@@H]1C(=O)O	-40	3	-3.4	-3	6	3	-2.9	10	-22
CS(=O)(=O)c1ccc(C(=O)Nc2ccc(N3CCCCC3)cc2)c(Cl)c1	3	8	-1.4	-3	-2	-11	-3.0	3	-4
Cc1cc(C)nc(NC2=NC3CCCCC3N2)n1 (stereo not drawn)	1	-12	-4.0	-5	4	-5	-0.1	1	-5
COc1cc(/C=C2/SC(=S)N(CC(=O)O)C2=O)ccc1OC(=O)c1ccco1	-99	-4	-0.6	-9	26*	12	-3.6	-19	1
CN(c1ccccc1)S(=O)(=O)c1cccc(NC(=O)c2ccc(Cl)c([N+](=O)[O-])c2)c1	/	/	/	-4	3	/	/	1	-2
O=C(Nc1ccccn1)C1CCN(S(=O)(=O)c2cccc3nonc23)CC1	-4	20	-2.1	4	-1	-1	-1.4	4	8
CCCN1CCN(S(=O)(=O)c2ccc3c(c2)NC(=O)C(C)S3)CC1 (stereo not drawn)	-10	17	-3.4	-8	1	-4	-2.5	-2	-2
Nc1nc(NCC2CCCO2)nc(Nc2ccc(F)cc2)c1[N+](=O)[O-] (stereo not drawn)	-8	12	-4.8	3	5	-3	-2.8	1	-81
CCc1ccccc1N(CC(=O)NCc1ccco1)C(=O)CCC(=O)Nc1ccccn1	-8	-6	-0.7	-1	-2	-9	0.3	-5	-4
CC1CCN(CC(=O)NCCc2ccc(F)cc2)CC1	-5	-7	-4.5	-7	3	-8	-4.1	-2	18
O=C(O)CCC(=NNC(=O)c1cccc(S(=O)(=O)N2CCCCC2)c1)c1ccccc1	/	/	/	-5	6	/	/	2	-7
C=CCC1(CC=C)CCCN1C(=O)c1cc(COc2ccc(-n3cncn3)cc2)on1	-8	9	-1.1	81*	-2	-17	1.1	7	-1
CC(c1ccccc1)N1C(=O)c2ccc(C(=O)Nc3ccccc3C(=O)O)cc2C1=O (stereo not drawn)	-1	12	-1.4	-4	8	-17	0.1	2	1
CCOc1ccc(-c2cc(CCCC(=O)Nc3cccc(OC)c3)no2)cc1	-1	-3	-1.0	/	4	-11	0.8	-3	2
CC(Sc1nc(-c2ccccc2)cc(C(F)(F)F)n1)C(=O)NCCN1CCOCC1 (stereo not drawn)	-4	-18	-3.0	-3	6	-11	-1.4	2	7
CC(=O)NC(=O)c1ccc(-c2ccc(Cl)cc2)o1	-13	18	-4.0	-5	4	-4	-3.1	1	-8
Cc1ccc(-n2nnnc2-c2cccc(C)c2)cc1	3	-10	-0.2	-9	2	4	-3.2	3	26
O=C1/C(=C/c2cccs2)SC(=S)N1CCC(=O)N1CCCCC1CCO (stereo not drawn)	-3	0	-5.5	-8	6	19	-2.3	6	0
CC(C)(C)OC(=O)N1CCC(NC(=O)c2[nH]cnc2C(=O)Nc2ccc(Cl)cc2)CC1	/	/	/	1	-3	/	/	0	-22
Cc1cccc(C)c1OCC(=O)NCc1ccccc1	0	-6	-1.9	-8	-2	1	1.4	7	3
O=C(Nc1cccc2ncccc12)c1ccc(-c2ccc(Br)cc2)o1	-7	11	-1.5	-6	2	-5	2.5	-5	-6
CC(C)(C)c1ccc(C(=O)NC(=S)NNC(=O)COc2ccccc2)cc1	-14	-22	-3.3	-3	0	27	-2.9	-14	-64
COCCOC(=O)c1c(NC(=O)CNC2CCCc3ccccc32)sc(C(N)=O)c1C (stereo not drawn)	-11	5	-3.3	-6	-1	2	-4.5	5	11
NC(=O)c1ccc2nc(NC(=O)c3ccc(N)cc3)sc2c1	13	19	-0.9	-3	/	-6	2.6	/	-32
COc1cc(C2=NOC(C(=O)N3CCOCC3)C2)cc(OC)c1OC (stereo not drawn)	-1	33	-4.0	-7	0	1	-5.8	3	12
CC(C)(C)C(=O)Nc1ccc(S(=O)(=O)N2CCCC2)cc1	-6	4	-2.8	-9	-1	-2	-0.6	0	6
Cn1c2ccccc2c2c(C(=O)N3CCN(C(=O)c4ccco4)CC3)cn(C3CCCCC3)c(=O)c21	4	21	-3.8	-2	-1	5	1.2	0	-7
CCCCC1OC2(C)OC(=N)C1(C#N)C(C#N)(C#N)C2c1ccccc1 (stereo not drawn)	-12	13	-2.3	-1	-11	5	-1.3	5	-13
COc1ccc2nc(C(F)(F)Cl)c(C#N)c(N)c2c1	-5	7	-2.9	4	6	-7	-1.8	6	-24
Cc1cccc(N2CCN(C(=O)c3cc4ccccc4oc3=O)CC2)c1C	-5	-6	-3.0	/	-1	3	-2.9	1	-48
CC(C(=O)O)N(C(=O)c1ccccc1)c1ccc(F)cc1 (stereo not drawn)	1	-4	-3.1	2	-4	-3	-1.6	-1	5
COc1ccc(CCNC(=O)Cn2c(-c3nonc3N)nc3ccccc32)cc1OC	-6	22	-2.4	-3	-1	-2	0.2	2	25
O=C(Nc1ccccc1)OCc1ccccn1	-11	10	-0.8	-5	0	4	-2.6	3	-5
CC(C)OC(=O)CN1C(=O)C(C)(C)Oc2ccc(C(=O)NC(C)(C)C)cc21	1	8	-2.4	-4	-11	4	-3.1	8	-5
C#CCOC(=O)c1ccccc1C(=O)n1nnc2ccccc21	-10	13	-4.4	-5	-3	-2	-0.2	-2	23
COc1ccc(OC)c(S(=O)(=O)CC(O)CS(=O)(=O)c2ccccc2)c1 (stereo not drawn)	12	-2	1.7	-3	2	-1	0.6	-4	-2
Cc1c(Cl)cccc1NC(=O)c1ccccc1-c1ccccc1C(=O)O	2	8	-7.4	-10	5	22	-0.5	2	-11
CC1Cc2cc(C(=O)O)ccc2O1 (stereo not drawn)	-2	-4	-4.6	0	3	9	-3.8	-5	-1
O=c1c2ccccc2nc2c3ccccc3c3nncn3n12	-14	-1	-2.9	0	/	-11	1.9	1	28
COC(=O)CC/C(O)=C1\C(=O)CC(C)(C)CC1=NCCc1nc2ccccc2[nH]1	0	23	-1.9	-5	-1	17	-0.6	0	-20
CC1CCCCN1CCNC(=O)c1cc2c(=O)n(C)c3ccccc3c2n1C (stereo not drawn)	3	8	-4.5	-3	2	4	20*	3	-5

(list continues)
SMILES	p-CIP stab down	SUMO HTRF inh	IMP-1 inhibitor	GalR3 antag	IDE cell inh	NS3 helicase inh	VIM-2 inh	IDE cell activ	CRFR2-BP antag
O=C(c1ccco1)N1CCC(N2CCN(c3ccccc3)CC2)CC1	-1	14	-0.9	3	1	0	2.2	/	8
O=C(C1CC1)N1CCc2cc(S(=O)(=O)NCCC3=CCCCC3)ccc21	7	-17	0.1	-1	-2	0	-4.8	5	-33
Cc1ccc2c(c1)NC(=O)C(CC(=O)NCCCN1CCN(C3CCCCC3)CC1)O2 (stereo not drawn)	-16	0	-2.1	/	/	-7	-1.4	/	/
O=C(NC1CCCCC1)c1cc([N+](=O)[O-])ccc1N1CCCCC1	-6	6	-1.4	-5	2	7	-2.6	-1	-14
CCOC(=O)c1cc(-c2ccc3c(c2)OCCO3)nc2c1c(C)nn2CCC#N	1	16	-2.0	-2	4	-5	-2.0	-1	7
Cc1c(C(=O)O)sc(S(=O)(=O)N2CCNCC2)c1C(=O)O	5	13	-1.1	-3	/	19	0.2	/	/
O=C(N/N=C/c1ccc([N+](=O)[O-])cc1)c1ccc(NS(=O)(=O)c2cccs2)cc1	/	/	/	0	0	/	/	0	-2
O=C(c1cc(-c2cccs2)nc2ccccc12)N1CCN(S(=O)(=O)c2ccccc2)CC1	-4	-4	2.5	-6	4	-16	1.5	4	-23
Cc1cccc(/C=N/NC(=O)c2ccc(Br)cc2)c1	4	6	-2.7	2	-4	0	-1.8	3	-5
